# PP5 inh: PP5 phosphatase inhibitors, primary screen, biochemical, fluorescence; Serine/threonine-protein phosphatase 5 (Homo sapiens), P53041; purified PP5c, OMFP substrate fluorescence; inhibition, % at 6.7 µM; 0.18% of 320,000 active; AID 1987, 2009;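 active = inhibition above the campaign's mean inhibition across all tested compounds plus 3 SD, cut at about 9.5% in these data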;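 also: 0% = DMSO only and 100% = 100 µM cantharidin control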
# ZTA counter: blocks Epstein-Barr virus ZTA, an EBNA-1 counter-screen. ZTA-DNA binding, fluorescence polarization. inhibition, % at 11 µM. 0.15% of 320,000 active. AID 2234; in the data active = inhibition above about 33%
# Target sequence (P03206 whole entry, looked up): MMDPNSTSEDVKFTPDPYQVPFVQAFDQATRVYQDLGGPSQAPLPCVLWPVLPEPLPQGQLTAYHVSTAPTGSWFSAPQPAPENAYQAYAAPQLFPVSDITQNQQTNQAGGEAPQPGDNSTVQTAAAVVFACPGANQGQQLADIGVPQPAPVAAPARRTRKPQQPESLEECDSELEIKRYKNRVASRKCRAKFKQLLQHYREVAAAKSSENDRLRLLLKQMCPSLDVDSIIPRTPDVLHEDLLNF
# EBNA-1 inhibitor: EBNA-1 DNA-binding inhibitors, primary screen, biochemical, fluorescence polarization | inhibition, % at 14.8 µM | 0.34% of 300,000 active | AID 1950, 2009; in the data active = inhibition above about 28%
# PP1 counter: PP1-alpha phosphatase inhibitors, primary screen, counter-screen for PP5 inhibitor project, biochemical, fluorescence, OMFP substrate, single point. 0.9% of 320,000 active. inhibition, % at 6.7 µM. Serine/threonine-protein phosphatase PP1-alpha catalytic subunit (Homo sapiens), P62136. purified PP1alpha;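 active = inhibition above the mean inhibition of all tested compounds plus 3 SD, computed separately for each screening campaign, cut at about 15% in these data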
# Efflux pump mplx: inhibitors of Candida efflux pumps in yeast, primary screen, S. cerevisiae, Nile Red, multiplex; S. cerevisiae Candida pump triplex; inhibition, % at 10 µM; 0.44% of 330,000 active; AID 485275, 2010;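 active = plate passing quality check with inhibition over a set limit, or well fluorescence over plate mean plus 4 SD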;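 also: Nile Red retained in pooled yeast measured as flow cytometry median fluorescence; 0% = buffer negative control and 100% = Enniatin B positive control; higher means more Nile Red kept so more efflux inhibition; some compounds called inactive have numbers as strong as hits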
# PREPL inh: PREPL enzyme inhibitors, primary screen, biochemical, fluorescence polarization. recombinant PREPL, fluorescence polarization activity-based probe. inhibition, % at 5.96 µM. 0.68% of 320,000 active. AID 2751, 2010. Prolyl endopeptidase-like (Homo sapiens), Q4J6C6; in the data active = inhibition above about 43%;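 also: 0% = enzyme with DMSO and 100% = wells lacking enzyme; many of its hits are not listed in these tables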
# Target sequence (Q4J6C6 whole entry, looked up): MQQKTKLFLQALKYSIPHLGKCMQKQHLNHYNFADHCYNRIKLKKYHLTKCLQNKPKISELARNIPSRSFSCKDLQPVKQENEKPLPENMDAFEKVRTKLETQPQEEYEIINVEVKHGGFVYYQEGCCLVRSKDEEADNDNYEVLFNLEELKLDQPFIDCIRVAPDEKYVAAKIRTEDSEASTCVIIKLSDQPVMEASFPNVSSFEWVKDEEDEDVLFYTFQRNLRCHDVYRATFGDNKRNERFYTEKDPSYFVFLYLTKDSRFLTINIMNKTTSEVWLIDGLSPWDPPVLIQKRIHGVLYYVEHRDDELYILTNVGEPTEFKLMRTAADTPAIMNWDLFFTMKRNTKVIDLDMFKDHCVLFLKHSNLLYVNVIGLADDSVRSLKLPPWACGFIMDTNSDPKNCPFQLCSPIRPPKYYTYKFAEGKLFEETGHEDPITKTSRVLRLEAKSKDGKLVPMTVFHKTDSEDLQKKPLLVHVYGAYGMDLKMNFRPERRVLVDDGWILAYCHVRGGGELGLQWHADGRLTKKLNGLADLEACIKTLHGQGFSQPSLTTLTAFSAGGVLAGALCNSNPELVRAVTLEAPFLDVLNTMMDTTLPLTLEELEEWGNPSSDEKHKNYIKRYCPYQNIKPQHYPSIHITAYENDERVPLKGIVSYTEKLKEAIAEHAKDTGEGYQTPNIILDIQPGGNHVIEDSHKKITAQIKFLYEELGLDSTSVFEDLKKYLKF
# TPT1 inh: Candida albicans TPT1 enzyme inhibitors, primary screen, biochemical, fluorescence polarization; tRNA 2'-phosphotransferase TPT1 (Candida albicans SC5314); recombinant caTPT1, FP RNA substrate dephosphorylation; inhibition, % at 5 µM; 0.81% of 300,000 active; AID 1962, 2009;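 active = inhibition above the mean of all tested compounds plus 3 SD, set per screening campaign, cut at about 24% in these data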;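 also: plate controls were DMSO alone for no effect and ferristatin control at 100 nM for full effect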
# core dimer inh: inhibitors of HCV core protein dimerization, primary screen, biochemical, TR-FRET, high-throughput; TR-FRET GST/Flag-core106 dimerization, 1536-well; 0.33% of 300,000 active; inhibition, % at 5 µM;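 active = inhibition above the mean of all tested compounds plus 3 SD, set per screening campaign, cut at about 45% in these data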
#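 System: GST/Flag-tagged HCV core106 proteins. Incubation: compound-protein-antibody incubation 4 h at 22.5 °C. Technique: HTRF with 340 nm excitation, 617/671 nm emission. Medium: KF-containing HEPES buffer, pH 7.45, DTT, CHAPS, BSA. Read-out: inhibition (%) from 671 over 617 nm ratio. Also added: Eu(K)-anti-GST 90 ng/mL plus XL665-anti-Flag 1 µg/mL.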
# CTSL1 counter: Fasciola hepatica cathepsin L1 inhibitors, primary screen, counter-screen for PFM18AAP inhibitor project, biochemical, QFRET, fluorogenic peptide substrate. recombinant F. hepatica cathepsin L1, Z-Leu-Arg-MCA fluorescence. inhibition, % at 5.96 µM. 0.49% of 300,000 active. AID 1906, 2009;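 active = inhibition above the mean of all tested compounds plus 3 SD, set per screening campaign, cut at about 17% in these data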;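 also: 0% = plate median of test compound wells and 100% = 1 µM Z-Phe-Ala-diazomethylketone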
# The depositor's hits bear a star; . = not tested or not shown. Some of the compounds tested; rates above refer to the full screens.
SMILES,PP5 inh,ZTA counter,EBNA-1 inhibitor,PP1 counter,Efflux pump mplx,PREPL inh,TPT1 inh,core dimer inh,CTSL1 counter
OC1(c2ccc(F)cc2)CC2CCC(C1)N2Cc1nnnn1C1CCCCC1 (centres undefined),7.7,12,12,1,-0.1,1,-6,-2,0
Cc1nn(-c2ccccc2)c(C)c1NC(=O)COC(=O)Cc1ccccc1,0.5,15,3,-4,0.0,7,2,3,0
O=C1CC(N2CCC(n3c(=O)[nH]c4ccccc43)CC2)C(=O)N1c1ccc(F)cc1 (centres undefined),0.9,2,13,-4,-0.1,11,1,0,3
CCCCc1ccc2[nH]cc(CCN)c2c1,0.2,-8,5,0,0.0,11,1,-5,-1
Cc1cc(Cl)ccc1C(=O)C1CCCN(C2CCSCC2)C1 (centres undefined),-1.7,-2,5,-3,0.3,-23,6,-2,-2
Cn1c(O)c(/C=N/N2CCOCC2)c(=O)n(-c2ccccc2)c1=S,0.3,0,-5,-3,-0.1,2,3,0,0
CCCCC(CC)CNCC(O)c1ccccc1 (centres undefined),1.4,-9,-1,-2,0.0,4,-6,0,-1
CC(C)c1ccc(-n2c(O)c(/C=N/N3CCOCC3)c(=O)[nH]c2=S)cc1,-0.6,4,8,-2,-0.1,-2,-2,-2,-1
CC(=O)c1ccc2c(c1)OCO2,5.1,-3,-9,-7,-0.1,16,-3,3,1
COc1ccc(/C=C/C(=O)NC(=S)N2C[C@H]3C[C@H](C2)c2cccc(=O)n2C3)cc1,1.1,-15,-7,-2,-0.2,13,-2,-2,2
COC(=O)C1=C(c2ccc(-c3ccccc3)c(F)c2)C[C@@H]2CC[C@H]1N2C(=O)NCCc1ccccc1,2.0,-1,.,10,2.0,2,.,.,.
CN(C)P(=S)(Nc1ccccc1)C(Cl)(Cl)Cl (centres undefined),3.6,-3,1,-1,0.0,0,-3,5,1
CCN1CCN(C(=O)Cc2ccc(C)cc2)CC1,-0.2,8,1,-4,-0.1,7,-4,-4,-5
C=CCN=C(SCC(=O)c1ccc(Cl)cc1)c1c(O)n(C)c(=O)n(C)c1=O,-1.8,-4,-5,-1,0.1,-14,-5,-3,6
O=C(c1ccc(Br)cc1)C12CN3CN(CN(C3)C1)C2,-1.6,-12,-13,0,0.0,-4,-1,0,-2
Oc1ccc2c3c1O[C@H]1c4oc5ccccc5c4C[C@@]4(O)[C@@H](C2)N(CC2CC2)CC[C@]314,4.7,2,-5,-4,0.0,-7,-2,-20,0
c1ccc2cc(C3N4CCCN34)ccc2c1 (centres undefined),-0.9,-23,-8,0,-0.1,20,-5,-5,4
O=C(COC(=O)Cc1ccccc1)Nc1ccc(F)cc1,2.4,4,-5,1,-0.4,8,0,-14,-8
O=C(c1cccc([N+](=O)[O-])c1)C12CN3CN(CN(C3)C1)C2,-2.5,9,1,-1,0.0,1,3,0,-1
CCc1cccc(C)c1NC(=S)N1CC2CC(C1)c1cccc(=O)n1C2 (centres undefined),1.0,2,-1,0,0.2,-5,-2,-3,-2
COC(=O)C1=C(c2cc3ccccc3o2)C[C@@H]2CC[C@H]1N2C(=O)NC1CCCCC1,1.0,13,6,-1,0.1,1,-3,13,-1
c1ccc2c(CN3CCCCC3)c[nH]c2c1,-1.8,3,12,-1,0.0,8,-5,2,2
CCOC(=O)C1(c2ccccc2)CCN(CCC(C#N)(c2ccccc2)c2ccccc2)CC1,2.8,7,-2,6,0.0,-10,-1,11,1
CCCCn1c(O)c(C(C)=NCCCN(C)C)c(=O)[nH]c1=O,1.1,-7,0,1,-0.2,15,-1,1,4

# One compound at a time, from the list above. Order of screens: PP5 inh	ZTA counter	EBNA-1 inhibitor	PP1 counter	Efflux pump mplx	PREPL inh	TPT1 inh	core dimer inh	CTSL1 counter
# CCc1cccc(C)c1NC(=S)N1CC2CC(C1)c1cccc(=O)n1C2 (centres undefined) is entered as 1.0	2	-1	0	0.2	-5	-2	-3	-2
# Oc1ccc2c3c1O[C@H]1c4oc5ccccc5c4C[C@@]4(O)[C@@H](C2)N(CC2CC2)CC[C@]314 is entered as 4.7	2	-5	-4	0.0	-7	-2	-20	0

# Remaining list, next part:
SMILES,PP5 inh,ZTA counter,EBNA-1 inhibitor,PP1 counter,Efflux pump mplx,PREPL inh,TPT1 inh,core dimer inh,CTSL1 counter
O=C(c1ccc(N2CCCCC2)c([N+](=O)[O-])c1)N1CCC2(CC1)OCCO2,0.5,18,8,2,0.0,5,1,8,-6
Cc1ccc(-n2c(C)nc3cc(Cl)ccc3c2=O)nc1,-0.1,1,-2,-2,0.2,-5,-1,0,-6
Cc1ccc(-c2nn(CCC#N)cc2C(=O)O)cc1C,-0.3,5,4,0,-0.1,-1,-1,0,3
O=c1[nH]c(=O)n(CCc2ccc(F)cc2)c(O)c1C=NCCCN1CCOCC1,-1.2,6,-4,-1,-0.1,17,0,0,3
CN1CCC(=O)N(CCN=[N+]=[N-])CC1,0.5,6,4,-8,0.0,-6,-3,6,-3
CSc1ccc(C(=O)C(C)(C)N2CCOCC2)cc1,1.5,-3,1,-4,0.1,-6,0,1,1
Cn1c(O)c(C=NCCN2CCOCC2)c(=O)[nH]c1=S,2.5,1,7,0,0.0,-4,2,2,7
O=C(O)c1ccc(N=Cc2c(O)[nH]c(=O)[nH]c2=O)cc1,-0.4,-13,-12,1,0.1,19,2,-1,1
Nc1ccc(N=Nc2ccccc2)cc1,1.1,-5,-8,0,0.5,6,4,-12,-1
CC1CCC(NCC(O)c2ccccc2)CC1 (centres undefined),3.2,-5,-12,-5,8.2*,0,-1,0,-1
CCOC(=O)CNC(=O)CSP(=S)(OCC)OCC,3.4,-1,1,-4,0.1,12,3,1,-1
Cn1c(CN2CCN(C(=O)COc3ccccc3)CC2)nc2cc([N+](=O)[O-])ccc21,2.6,-10,-1,1,0.3,2,0,1,1
N/C(=N\[N+](=O)[O-])N1CCN(C(=O)OC2CCCC2)CC1,-2.3,12,7,-3,-0.2,9,-3,9,-1
COC(=O)C1=C(c2ccc(Cl)c(C(F)(F)F)c2)C[C@@H]2CC[C@H]1N2C(=O)NC1CC1,1.2,3,.,-1,0.0,-5,.,.,.
O=[N+]([O-])c1cccc2c([As](=O)(O)O)cccc12,-0.9,-15,-1,1,0.0,-7,-4,-10,1
CN1CCN(c2ccc(S(=O)(=O)C(F)(F)F)cc2[N+](=O)[O-])CC1,3.6,-3,-7,1,0.1,11,-1,-7,3
CN1CCN(c2ncnc3nc[nH]c23)CC1,-2.3,11,3,-5,-0.1,-2,-1,2,-3
Cc1cccc(C)c1OP(N)(=O)Oc1c(C)cccc1C,4.8,-4,-1,0,0.1,4,-1,-1,-1
CC1(C)N(O)C2CCCCC2N1O (centres undefined),3.7,-7,-6,-4,0.2,5,-3,-4,6
COC(=O)C(O)(c1ccc(NC(=S)NC(=O)c2ccc(Cl)cc2Cl)c(C)c1)C(F)(F)F (centres undefined),7.0,0,-5,4,-0.5,-1,0,5,1
CCc1ccccc1N1C(=O)CC(=O)NC1=O,-1.3,6,11,-3,0.0,3,6,-6,1
Cc1c(C(=O)N2CCC3(CC2)OCCO3)oc2ccc(S(=O)(=O)N3CCOCC3)cc12,-1.7,6,3,-1,0.0,6,-1,3,1
Cc1c(C(=O)N2CCC3(CC2)OCCO3)sc2ncnc(N3CCc4ccccc4C3)c12,2.3,1,2,1,0.2,-5,1,0,6
CCOC(=O)C1=C(N)OC2=C(C(=O)CCC2)C12C(=O)N1c3c(ccc(C)c32)C(C)=CC1(C)C (centres undefined),0.7,-5,8,0,0.1,6,-7,3,8

# A draw from above in order of heavy-atom count, rising.
SMILES,PP5 inh,ZTA counter,EBNA-1 inhibitor,PP1 counter,Efflux pump mplx,PREPL inh,TPT1 inh,core dimer inh,CTSL1 counter
O=C(c1ccc(Br)cc1)C12CN3CN(CN(C3)C1)C2,-1.6,-12,-13,0,0.0,-4,-1,0,-2
Cn1c(O)c(/C=N/N2CCOCC2)c(=O)n(-c2ccccc2)c1=S,0.3,0,-5,-3,-0.1,2,3,0,0
O=C1CC(N2CCC(n3c(=O)[nH]c4ccccc43)CC2)C(=O)N1c1ccc(F)cc1 (centres undefined),0.9,2,13,-4,-0.1,11,1,0,3
CCOC(=O)C1=C(N)OC2=C(C(=O)CCC2)C12C(=O)N1c3c(ccc(C)c32)C(C)=CC1(C)C (centres undefined),0.7,-5,8,0,0.1,6,-7,3,8

# (continued)
SMILES,PP5 inh,ZTA counter,EBNA-1 inhibitor,PP1 counter,Efflux pump mplx,PREPL inh,TPT1 inh,core dimer inh,CTSL1 counter
CCOC(=O)C(C)Oc1cc(C)cc2oc(=O)c3c(c12)CCCC3 (centres undefined),5.1,1,-3,0,0.0,-8,-4,7,4
COc1ccccc1-n1c(-c2ccoc2)nc2ccccc2c1=O,0.7,-10,6,0,-0.1,0,0,-5,-3
CC(C)(C)c1ccccc1O,-0.1,1,.,-6,-0.2,2,.,.,.
COC(=O)CC1(CC(=O)OC)C(=O)N(c2ccccc2)C(=O)N(c2ccccc2)C1=O,0.9,6,0,-4,0.0,-3,-5,7,-1
C[C@H]1CC[C@H]2NCCN[C@H]2C1,0.1,9,2,2,-0.1,4,3,-1,-3
CCN1CCN(Cc2ccc(C)cc2C)CC1,3.0,3,4,2,0.0,-5,-2,-2,3
COc1ccc2c(c1)c(C(=O)C(C)N1CCCCC1)c(C)n2C (centres undefined),1.1,-4,-20,-2,0.1,17,-4,-5,1
O=c1[nH]c(=S)n(C2CCCCC2)c(O)c1/C=N/N1CCOCC1,3.1,7,-5,1,0.1,-5,19,1,2
CC(C)Oc1ccc(CC2(CCc3ccncc3)C(=O)NC(=O)NC2=O)cc1,0.9,1,1,-3,0.0,2,-3,-1,-6
CNC(=O)O/N=C/c1nn(C(=O)C(C)(C)C)cc1Br,-1.6,0,8,-4,-0.1,8,1,-3,5
Cc1nc2c(c(=O)[nH]1)C(c1ccc([N+](=O)[O-])cc1)c1c(c3ccccc3oc1=O)O2 (centres undefined),-0.1,-3,0,-2,-0.1,0,1,7,-4
c1cncc(CNC2CCCCC2)c1,-1.4,1,7,-4,-0.1,10,-2,1,4
Cn1c(O)c(/C=C2\N=c3ccccc3=C2CCNC(=S)NC2CC2)c(=O)n(C)c1=O,1.8,10,6,7,0.0,5,-2,0,-2

# Some entries already given with just PP5 inh, Efflux pump mplx and CTSL1 counter.
molecule | PP5 inh | Efflux pump mplx | CTSL1 counter
CCN1CCN(Cc2ccc(C)cc2C)CC1 | 3.0 | 0.0 | 3
COc1ccc2c(c1)c(C(=O)C(C)N1CCCCC1)c(C)n2C (centres undefined) | 1.1 | 0.1 | 1
O=c1[nH]c(=S)n(C2CCCCC2)c(O)c1/C=N/N1CCOCC1 | 3.1 | 0.1 | 2
CC(C)Oc1ccc(CC2(CCc3ccncc3)C(=O)NC(=O)NC2=O)cc1 | 0.9 | 0.0 | -6
CNC(=O)O/N=C/c1nn(C(=O)C(C)(C)C)cc1Br | -1.6 | -0.1 | 5
Cc1nc2c(c(=O)[nH]1)C(c1ccc([N+](=O)[O-])cc1)c1c(c3ccccc3oc1=O)O2 (centres undefined) | -0.1 | -0.1 | -4
c1cncc(CNC2CCCCC2)c1 | -1.4 | -0.1 | 4
